Screening results deposited in PubChem BioAssay by The Scripps Research Institute Molecular Screening Center.
PAFAH1B3 FP inh = PAFAH1B3 enzyme inhibitors, primary screen, biochemical, fluorescence polarization, human | Platelet-activating factor acetylhydrolase IB subunit alpha1 (Homo sapiens), Q15102 | recombinant PAFAH1B3, FP-rhodamine probe | inhibition, % at 3.39 µM | 340,000 tested, 0.28% active;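 active means inhibition above the screen-wide average of all tested compounds plus 3 SD, cut at about 25% in these data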;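 further: 0% = enzyme with DMSO only and 100% = wells lacking PAFAH1B3 protein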
PME-1 inh = PME-1 inhibitors via competitive probe labeling, primary screen, biochemical, fluorescence polarization, FP-Rh probe, HTS; recombinant PME-1; inhibition, % at 5.9 µM; 320,000 tested, 0.53% active;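 active means inhibition above the campaign mean of all compounds plus 3 SD, cut at about 26% in these data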;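 further: competitive labeling of PME-1 active site by serine hydrolase directed probe; 0% = PME-1 with DMSO and 100% = wells lacking PME-1 enzyme; inhibitors block probe labeling so polarization falls and inhibition rises; many of its hits are not listed in these tables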
Target sequence (Q9Y570 whole entry, looked up): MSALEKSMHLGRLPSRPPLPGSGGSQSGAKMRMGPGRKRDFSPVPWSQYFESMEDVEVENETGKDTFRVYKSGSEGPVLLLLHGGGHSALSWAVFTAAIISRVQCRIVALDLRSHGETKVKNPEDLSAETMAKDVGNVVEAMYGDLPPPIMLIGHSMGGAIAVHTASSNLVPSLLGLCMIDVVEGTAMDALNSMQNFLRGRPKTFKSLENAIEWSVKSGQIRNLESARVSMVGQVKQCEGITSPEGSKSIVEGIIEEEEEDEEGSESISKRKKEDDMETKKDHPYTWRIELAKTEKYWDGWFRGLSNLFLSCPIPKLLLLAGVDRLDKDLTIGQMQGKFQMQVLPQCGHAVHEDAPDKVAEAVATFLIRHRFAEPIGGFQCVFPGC
GSTO1 counter = inhibitors of recombinant GSTO1, primary screen, counter-screen for RBBP9 inhibitor project, biochemical, fluorescence polarization; Glutathione S-transferase omega-1 (Homo sapiens), P78417; 300,000 tested, 1.1% active; inhibition, % at 5.96 µM; activity-based probe fluorescence polarization;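 active means inhibition above the campaign mean inhibition plus 3 SD, cut at about 35% in these data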;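 further: 0% = GSTO1-1 with DMSO and 100% = wells lacking GSTO1-1 enzyme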
LYPLA2 inh = LYPLA2 inhibitors, primary screen, counter-screen for PME1 inhibitor project, biochemical, fluorescence polarization, FP-Rh probe ABPP | recombinant LYPLA2 | inhibition, % at 5.9 µM | 320,000 tested, 0.38% active | AID 2177, 2009;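 active means inhibition above the screen-wide mean plus 3 SD, limit set per campaign, cut at about 26% in these data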;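 further: 0% = LYPLA2 with DMSO and 100% = wells lacking LYPLA2 enzyme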
Target sequence (O95372 whole entry, looked up): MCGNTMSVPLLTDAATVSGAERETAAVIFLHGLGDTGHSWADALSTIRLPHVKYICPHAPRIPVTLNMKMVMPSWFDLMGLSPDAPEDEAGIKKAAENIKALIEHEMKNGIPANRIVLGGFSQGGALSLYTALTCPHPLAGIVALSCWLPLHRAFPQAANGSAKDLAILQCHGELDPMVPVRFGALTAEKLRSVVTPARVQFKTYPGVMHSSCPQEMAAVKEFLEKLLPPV
LYPLA1 counter = LYPLA1 inhibitors, primary screen, counter-screen for PME1 inhibitor project, biochemical, fluorescence polarization, FP-Rh probe ABPP | recombinant LYPLA1 | 320,000 tested, 0.16% active | Acyl-protein thioesterase 1 (Homo sapiens), O75608 | inhibition, % at 5.9 µM;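 active means inhibition above the mean of all tested compounds plus 3 SD, set per campaign, cut at about 14% in these data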;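 further: inhibitors block serine hydrolase probe labeling of LYPLA1 so polarization falls; 0% = enzyme with DMSO and 100% = wells lacking LYPLA1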
PAD4 FP inh = human PAD4 inhibitors, primary screen, biochemical, fluorescence polarization, 1536-well format; Protein-arginine deiminase type-4 (Homo sapiens), Q9UM07; recombinant PAD4, RCA probe fluorescence polarization; inhibition, % at 6.36 µM; 330,000 tested, 0.41% active; AID 485272, 2010;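 active means percent inhibition above a cutoff equal to the mean of all tested compounds plus 3 SD, cut at about 15% in these data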;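 further: 0% = PAD4 with RCA probe and DMSO and 100% = probe without PAD4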
PAFAH1B2 inh = PAFAH1B2 enzyme inhibitors, primary screen, biochemical, fluorescence polarization, human | inhibition, % at 3.39 µM | AID 492953, 2010 | recombinant PAFAH1B2, FP-rhodamine activity probe | 340,000 tested, 1.2% active;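 active means inhibition above the mean of all tested compounds plus 3 SD, cut at about 24% in these data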;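 further: 0% = enzyme with DMSO and 100% = wells lacking PAFAH1B2; many of its hits are not listed in these tables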
Target sequence (P68402 whole entry, looked up): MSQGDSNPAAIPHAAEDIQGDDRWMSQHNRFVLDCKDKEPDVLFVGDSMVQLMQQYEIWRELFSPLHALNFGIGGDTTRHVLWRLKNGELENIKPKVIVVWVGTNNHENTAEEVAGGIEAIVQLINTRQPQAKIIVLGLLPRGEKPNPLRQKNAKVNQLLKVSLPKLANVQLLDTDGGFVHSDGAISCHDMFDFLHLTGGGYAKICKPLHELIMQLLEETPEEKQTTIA
pPAFAH FP inh = pPAFAH enzyme inhibitors, primary screen, biochemical, fluorescence polarization, human; 330,000 tested, 1.5% active; inhibition, % at 3.39 µM; recombinant pPAFAH, FP-rhodamine probe fluorescence polarization;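 active means inhibition above the mean inhibition across the screen plus 3 SD, cut at about 25% in these data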;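 further: inhibitors block binding of the rhodamine activity-based probe so polarization drops; 0% = enzyme with DMSO and 100% = wells lacking pPAFAH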
PAFAH2 inh = PAFAH2 enzyme inhibitors, primary screen, biochemical, fluorescence polarization, human; 340,000 tested, 0.99% active; Platelet-activating factor acetylhydrolase 2, cytoplasmic (Homo sapiens), Q99487; AID 492956, 2010; inhibition, % at 3.39 µM; recombinant PAFAH2, FP-rhodamine activity probe;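 active means inhibition above the mean over all tested compounds plus 3 SD, cut at about 30% in these data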;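 further: inhibitors block probe labeling of enzyme so polarization drops; 0% = enzyme with DMSO and 100% = wells lacking PAFAH2 protein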
The depositor's hits bear a star; . = no result given; & = joins results of further samples. The list is partial (hit frequency here may not be typical).

Below each SMILES – PAFAH1B3 FP inh	PME-1 inh	GSTO1 counter	LYPLA2 inh	LYPLA1 counter	PAD4 FP inh	PAFAH1B2 inh	pPAFAH FP inh	PAFAH2 inh
1) c1ccc(-n2ncc3c(NCc4ccco4)ncnc32)cc1
    4	-4	-4	0	0	0	-2	9	-6
2) Cc1cccc2c(=O)cc(C)n(CC(=O)N3CCOCC3)c12
    2	-3	-2	3	0	2	-1	0	-9
3) CC1(C)Cc2ccccc2C2=C(C(=O)N3CCCCCC3)C(=O)C(=O)N21
    0	2	7	-3	1	-4	61*	1	1
4) O=C(CN1C(=O)C2CC=CCC2C1=O)Nc1ccc(Br)cc1 (stereo not given)
    13	-3	1	0	-1	-1	6	5	6
5) COc1cc(-c2nnc(SCC(=O)Nc3ccc(C(=O)O)cc3)o2)cc(OC)c1OC
    2	.	.	.	.	0	-1	3	-1
6) Cc1cc(Nc2ccccc2)n(-c2ccc(C(=O)O)cc2)n1
    4	2	3	3	0	0	7	4	8
7) CC1=NN(c2ccc(C(=O)O)cc2)C(=O)CC1
    6	2	3	-5	3	3	5	-1	-3
8) COc1ccc(C2CC(c3ccc(OC)cc3)n3nc(NC(=O)c4cccs4)nc3N2)cc1 (stereo not given)
    -7	1	3	2	1	0	2	2	2
9) COc1ccc2nc(NC(=O)c3cccnc3SC)sc2c1
    -2	-7	-6	-2	-3	1	1	1	0
10) COc1cc(CNC(=O)OCC(C)C)cc(OC)c1OC
    16	-9	0	6	0	-3	-3	2	-1
11) CC(C)COc1ccc(CNC(=S)Nc2ccccc2)cc1Cl
    3	-15	-5	-16	-13	-6	0	6	-9
12) Cc1ccc(-n2nnnc2SCC(=O)Nc2nc(-c3ccc(F)cc3)cs2)cc1C
    -18	-32	-5	-41	-22	-1	-6	-14	-25
13) CCOc1ccc(C2Nc3ccccc3C(CC)(CC)O2)cc1 (stereo not given)
    6	1	4	0	1	-4	0	-3	-1
14) CCOC(=O)CCC(NC(=O)CCC(=O)NC(CCC(=O)OCC)C(=O)OCC)C(=O)OCC (stereo not given)
    4	-4	-6	-1	-3	4	4	2	1
15) CCOC(=O)C1CCCN(S(=O)(=O)c2cc(Br)cc3c2N(C(=O)CC)CC3)C1 (stereo not given)
    7	1	4	-8	-4	-3	1	-5	9
16) COCc1cc(C)nc(SCC(=O)Oc2ccc(Cl)cc2)c1C#N
    4	9	15	-4	0	0	-4	3	5
17) O=c1c2ccccc2cnn1-c1ccc(Cl)cc1
    -2	-5	7	0	1	1	1	5	9
18) COCCN(Cc1ccccc1)C(=O)c1cccc(S(=O)(=O)N(C)c2c(C)n(C)n(-c3ccccc3)c2=O)c1
    9	0	5	5	2	4	8	-2	2
19) COc1cccc(CNC(=O)COC(=O)CCCNC(=O)c2ccc(Cl)cc2)c1
    0	2	7	-2	-2	-1	2	10	10
20) NS(=O)(=O)c1cccc(NC(=O)CSc2nnnn2-c2ccccc2)c1
    4	3	-9	0	-2	-4	5	-3	0
21) CCCCCOc1ccc(NC(=O)C(=O)NCCCn2ccnc2)cc1
    10	-4	-1	1	-2	3	0	11	1
22) Cc1nc(N2CCN(c3ccccc3)CC2)nc2c1C(=O)CC(C)C2 (stereo not given)
    0	-6	0	-4	-4	-5	0	3	-1
23) COc1ccc(-c2noc(CCC(=O)N3CCN(c4ccccc4OC)CC3)n2)cc1
    6	.	.	.	.	-1	3	5	0
24) Cc1cc(C)c(NC(=O)CSc2nc3ncc(Br)cc3[nH]2)c(C)c1
    -8	-10	5	-5	-1	1	0	1	2
25) Cc1ccccc1NC(=O)COC(=O)C1CC2CCCC(C1)C2=O (stereo not given)
    3	9	.	-2	-1	-3	3	-5	12
26) Cc1ccsc1CN(C)CC(=O)Nc1ccc([N+](=O)[O-])cc1Cl
    8	0	1	-6	-1	0	0	3	5
27) Cc1ccccc1-c1nc(CN2CCC(C(=O)NCCCN3CCOCC3)CC2)c(C)o1
    1	0	-1	2	-1	2	-2	6	2
28) CN(C[C@H](Cc1ccccc1)N(C[C@H](CC1CCCCC1)N(CCc1ccccc1)N=O)N=O)N=O
    9	6	-10	-3	0	-4	1	2	1
29) COC(=O)c1ccccc1NC(=O)COC(=O)c1cccnc1
    4	-2	26	6	-1	3	5	3	1
30) Cc1nc(SCC(=O)N2CCOCC2)c2c(=O)n(C)c(=O)n(CC(C)C)c2n1
    2	.	.	.	.	-6	-3	0	-13
31) CSc1ncccc1C(=O)Nc1ccc(S(=O)(=O)N2CCCC2)cc1
    4	5	.	-4	-1	4	-4	1	-10
32) COc1ccc(OC)c(C(c2nnnn2C(C)(C)C)N2CCc3ccccc3C2)c1 (stereo not given)
    3	-2	5	2	3	2	-4	0	1
33) CC1=NN(C(N)=S)C(=O)C1N=Nc1ccccc1 (stereo not given)
    0	5	-18	2	3	0	4	-4	-1
34) CCN(CC)CCSc1nc2ccccc2n1Cc1ccccc1
    8	-1	0	4	2	3	-1	3	-1
35) CC(C)(C)c1nnc(NC(=O)C2c3ccccc3Oc3ccccc32)s1
    3	-2	-4	-6	-3	-3	5	6	-3
36) COc1cc(CO)ccc1OCC(=O)Nc1ccc(Br)cc1
    1	-16	-1	0	-2	-5	-2	6	-3
37) CN=c1sc2ccccc2n1CC(O)c1ccccc1 (stereo not given)
    6	-2	3	-1	-1	-2	3	1	-1
38) CS(=O)(=O)N1CCCC(C(=O)NCc2ccccn2)C1 (stereo not given)
    6	-4	-2	1	-1	1	2	-1	-10
39) CCOc1ccc(NC(=O)NNC(=O)c2ccc3ccccc3c2O)cc1
    24	10	17	0	1	-7	12	15	-1
40) CCOC(=O)c1oc2nc(C(C)C)c3c(c2c1N)CCC3
    -2	4	-1	5	0	4	1	3	-1
41) CCN(CC(=O)Nc1c(F)cccc1F)C(=O)c1cccc(S(=O)(=O)N(C)c2ccccc2)c1
    6	-10	4	-6	-5	-2	0	-8	4
42) COc1ccc(N2CCN(C(=O)C3CCN(S(=O)(=O)c4ccc5c(c4)oc(=O)n5C)CC3)CC2)cc1
    1	4	1	32*	3	2	4	1	-3
43) COc1nonc1NCn1nc(C)cc1C
    -1	4	0	1	-1	-6	4	0	-7
44) O=C(N/N=C\c1ccc(Sc2ccccn2)o1)c1cccc(F)c1
    3	-4	-1	16	3	3	-2	-1	-11
45) Cc1cccc(Cc2nnc(NC(=O)c3cccc(S(=O)(=O)N4CCOCC4)c3)s2)c1
    -4	12	-5	7	-1	0	-4	7	-4
46) CC1=C(/C=C/C(C)=C/C=C/C(C)=C/C(=O)Nc2ccc(O)cc2)C(C)(C)CCC1
    2&5	-5	.	-2	-7	5	8&-3	54*	-1&0
47) N#CC1(NC(=O)COc2ccc(C(N)=O)cc2)CCCC1
    15	.	.	.	.	3	8	-1	9
48) Cc1nnn(-c2nonc2N)c1C(=O)NNC(=O)c1ccc(Cl)c(Cl)c1
    6	-3	-1	0	-2	-4	3	6	4
49) NC(=O)c1ccccc1NC(=O)CS(=O)(=O)Cc1ccccc1
    0	2	5	3	6	-1	-2	6	13
50) Cc1ccc2cc(C#N)c(N3CCN(C(=O)c4cccs4)CC3)nc2c1
    -4	-4	-2	1	-3	1	1	0	-5

(continued)
Below each SMILES – PAFAH1B3 FP inh	PME-1 inh	GSTO1 counter	LYPLA2 inh	LYPLA1 counter	PAD4 FP inh	PAFAH1B2 inh	pPAFAH FP inh	PAFAH2 inh
51) CCN(CC)C(=O)c1ncn(Cc2ccccc2)c1C(=O)N(CC)CC
    5	-4	.	1	0	-1	3	-2	9
52) O=C(CN1CCN(c2ccc(O)cc2)CC1)NC(=O)NCc1ccco1
    2	-2	21	1	3	0	4	14	7
53) CC1CN(C2CCN(S(=O)(=O)Cc3ccccc3)CC2)CC(C)O1 (stereo not given)
    11	0	-1	2	2	-2	4	-1	3
54) O=C1CCCc2ccccc2N1Cc1cccc(Cl)c1
    5	-5	7	6	1	2	2	9	-6
55) COC(=O)c1c(C(=O)OC)c(-c2cccc(F)c2)n2c1CS(=O)(=O)C2
    0	0	-1	-6	-4	2	0	8	-4
56) Cc1ccc(N2C(=O)C3CC3C2=O)cc1 (stereo not given)
    2	-1	0	-5	-3	0	2	2	0
57) CC(=O)Cn1cnc2c(sc3nc(C)cc(C)c32)c1=O
    5	0	6	3	0	6	-4	4	2
58) N#Cc1ccc(Cl)cc1NC(=O)CSc1cccc[n+]1[O-]
    6	.	.	.	.	-6	5	5	4
59) Cc1cc(C(=O)NC(Cc2ccccc2)C(=O)O)c(C)o1 (stereo not given)
    7	1	8	4	5	-2	-3	0	3
60) O=C(Nc1ccc(S(=O)(=O)Nc2cnc3ccccc3n2)cc1)c1ccc(Cl)c([N+](=O)[O-])c1
    6	-7	13	-7	0	-4	24	15	-2
61) Cc1ccc2cccc(OCc3ccccc3)c2n1
    .	-1	0	0	2	-4	.	2	.
62) COc1ccc(OC)c(N(CC(=O)N2CCc3ccccc3C2)S(C)(=O)=O)c1
    3	0	7	4	1	2	-1	-3	5
63) CCc1ccc(NS(=O)(=O)c2c(C(=O)N3CCCCCC3)c(C)n(C)c2C)cc1
    0	-1	-6	-7	-3	8	6	-2	-8
64) O=C(CSc1ncc(-c2ccccc2)nn1)NCc1ccco1
    3	2	6	2	-3	-2	0	1	0
65) Cc1nc(SCC(=O)c2ccc(F)c(F)c2)[nH]c(=O)c1Oc1ccc(F)cc1
    3	-4	6	3	0	-2	10	5	1
66) O=C(N/N=C/c1ccccc1O)NC12CC3CC(CC(C3)C1)C2
    26*	7	4	-3	-4	-3	6	5	5
67) O=C(CSc1nnc(C2CC2)n1C1CC1)c1ccc(F)c(F)c1
    -7	0	.	-1	-3	-4	-6	-6	8
68) COc1cc(C)c(N(C(C)=O)c2ccccc2)c(C)c1
    8	4	-2	-7	1	-1	8	5	4
69) Cc1ccnc(NC(=O)CCCc2ccccc2)c1
    6	-3	-3	-2	2	-8	5	-5	-2
70) CC(C)CCn1c(SCCN2CCOCC2)nc2c1c(=O)[nH]c(=O)n2C
    -3	-1	-1	3	1	1	4	-1	2
71) CCc1ccc(Nc2ncccc2C#N)cc1
    6	2	-5	11	1	0	-3	0	2
72) O=C(CN(C(=O)c1csnn1)c1ccccc1F)NC1CCCCC1
    0	1	3	6	3	-1	0	10	-11
73) COC(=O)C(C)SC1=N/C(=C/c2ccc(-n3cncn3)cc2)C(=O)N1 (stereo not given)
    -3	1	5	1	-2	-3	3	6	0
74) COc1ccccc1C(=O)Nc1sc2c(c1C(N)=O)CCCC2
    -8	4	2	1	0	0	6	3	-3
75) O=C(Nc1ccccc1C(F)(F)F)c1cc2ccccc2o1
    8	-2	1	-4	0	-4	5	6	1
